Hsp70 inhibitors = Hsp70 inhibitors, probe displacement, primary screen, biochemical, fluorescence polarization (AID 583) | Heat shock 70 kDa protein 1A (Homo sapiens) | Hsp70 fluorescence polarization probe displacement, mP; higher % means a stronger effect | one-dose displacement, % at 20 µM; IC50 in µM for titrated hits | actives 0.06% (n = 140,000); in the data active = displacement above about 50%;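 note: plate controls were vehicle for no effect and reference ligand for full effect; a part of the inactive calls stands beside numbers as strong as those of hits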
Rat MKP-3 inhibitors = MKP-3 phosphatase inhibitors, primary screen, biochemical, rat enzyme, in vitro (AID 425); actives 0.17% (n = 110,000); inhibition, % at 20 µM, or IC50 in µM where a hit was titrated; Dual specificity protein phosphatase 6 (Rattus norvegicus); recombinant MKP-3 phosphatase activity, fluorescence; higher % means a stronger effect; in the data active = inhibition above about 50%;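 note: plate controls were vehicle for no effect and reference inhibitor for full effect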
Active calls of the source: *; nt = not tested or not shown; & = joins results of further samples. Some of the compounds tested; count on the stated rates, not on these rows.

Rat MKP-3 inhibitors	Hsp70 inhibitors	compound
-1%	-4.3%	CCOC(=O)C(C)Sc1nc(-c2cccs2)ccc1C#N (stereo not drawn)
-5%	-10%	O=S(=O)(NC1c2cccc3cccc(c23)C1N1CCN(CCO)CC1)c1ccccc1 (stereo not drawn)
0%	-0.4%	Cc1[nH]n(-c2ccccc2)c(=O)c1C=Nc1ccccc1Cl
nt	-2.8%	Cc1cnc(C(=O)OCC(=O)NCc2ccccc2)cn1
0%	3.9%	CCN(c1ccccc1)S(=O)(=O)c1ccc(N)cc1
nt	-1.7%	COc1ccc(NC(=O)c2ccc(-n3nc(C)cc3C)cc2)cc1OC
0%	6.6%	CCCCCC(=O)c1c(C)nn(C)c1C
6%	3.9%	COc1ccc(-c2cc(C(F)F)n3ncc(C(=O)NCCCN4CCCC4=O)c3n2)cc1
-7%	0.8%	CCOc1ccc2sc(NS(=O)(=O)c3ccc(OC)c(OC)c3)nc2c1
0%	1.9%	COc1ccccc1C(=O)NN1C(=O)/C(=C/c2cccc(Br)c2)SC1=S
1%	-5.4%	Cc1sc(NC(=O)c2ccc(F)cc2)nc1C12CC3CC(CC(C3)C1)C2
4%	nt	COc1ccccc1OCc1ccc(C(=O)N2CCN3CCCC3C2)cc1 (stereo not drawn)
-1%	4.2%	Cc1ccccc1NC1SC(=O)N(c2ccccc2)C1=O (stereo not drawn)
-2%	-2.2%	Cc1cccc2cc(CN(Cc3nnnn3Cc3ccco3)C3CCCC3)c3nnnn3c12
-8%	3.0%	CN(Cc1ccccc1)S(=O)(=O)c1ccc2c(c1)n(C)c(=O)n2C
-4%	1.4%	COC(=O)c1c(N=CN(C)C)c(C#N)c2n1CCCCC2
4%	2.6%	Cn1cccc1CN1CCN(C(=O)c2ccc([N+](=O)[O-])cc2)CC1
-5%	0.4%	Cc1cc(C)c(C#N)c(OCC(=O)c2ccccc2)n1
5%	0.9%	Cc1cc(=O)[nH]c2ccc([N+](=O)[O-])cc12
nt	-0.9%	O=Cc1cccn1Cc1ccc(Cl)cc1Cl
nt	8.7%	COc1ccc(S(=O)(=O)N2CCCN(S(=O)(=O)c3ccc(OC)c(C)c3)CC2)cc1C
-6%	0.8%	Cc1ccc2cc(C#N)c(NCCCNC(=O)C3CCCO3)nc2c1 (stereo not drawn)
4%	13%	OC(c1ccc(Cl)cc1)c1nnc(-c2ccccc2)o1 (stereo not drawn)
nt	-4.7%	COc1ccc(C(=O)Nc2ccc(F)cc2F)cc1
nt	3.5%	CCN(CC)CCNC(=O)c1ccc2c(=O)n(C3CCCC3)c(=S)[nH]c2c1
-7%	-1.7%	CCCCCN(C(=O)NC(=O)Nc1nncs1)S(C)(=O)=O
2%	-1.5%	CCOC(=O)C1=C(C)N(C)C(=O)NC1c1ccc(O)cc1 (stereo not drawn)
-6%	-3.3%	COc1ccccc1OCCC(=O)OCC(=O)NC(=O)NC(C)(C)C
0%	2.1%	CCOC(=O)CSc1nc2c(c(=O)n1-c1ccc(OC)cc1)C1(CCCCC1)Cc1ccccc1-2
5%	4.0%	CC1=C(C(=O)Nc2ccccc2)C(c2cccc(Cl)c2)NC(=S)N1 (stereo not drawn)
-6%	4.5%	CCCCCc1cc(O)c2c(C)cc(=O)oc2c1
-13%	2.3%	C1CCc2c(nnc3c2-c2nonc2CC3)C1
-1%	0.1%	O=[N+]([O-])c1cccc(S(=O)(=O)Nc2ccc(Br)cc2)c1
-10%	1.4%	CCc1nc(NCC2CCCO2)c(C#N)c2c1COC(C)(C)C2 (stereo not drawn)
-1%	-4.8%	Clc1cccc(Cl)c1OCCCN1CCCCC1
-6%	1.4%	CCCn1c2c(c(O)c(C(=O)Nc3nc(C)cs3)c1=O)CCCC2
-16%&1%	-3.2%&-3.3%	Cc1ccnc(NS(=O)(=O)c2ccc(NC(=O)C3CCCO3)cc2)n1 (stereo not drawn)
1%	0.0%	O=C(NC(=S)Nc1ccc(-c2nc3cc(Cl)ccc3o2)cc1)c1ccccc1Cl
-8%	-0.3%	CCc1c(C)nc(N)n2c(SCC(=O)N3CCN(c4ccccc4OC)CC3)nnc12
3%	-5.2%	CC1=[N+]([O-])C(N2CCOCC2)C(O)(c2ccccc2)C1 (stereo not drawn)

Grouped by structure, those above with a cyano group
Rat MKP-3 inhibitors	Hsp70 inhibitors	compound
-1%	-4.3%	CCOC(=O)C(C)Sc1nc(-c2cccs2)ccc1C#N (stereo not drawn)
-4%	1.4%	COC(=O)c1c(N=CN(C)C)c(C#N)c2n1CCCCC2
-5%	0.4%	Cc1cc(C)c(C#N)c(OCC(=O)c2ccccc2)n1
-6%	0.8%	Cc1ccc2cc(C#N)c(NCCCNC(=O)C3CCCO3)nc2c1 (stereo not drawn)
-10%	1.4%	CCc1nc(NCC2CCCO2)c(C#N)c2c1COC(C)(C)C2 (stereo not drawn)

(further entries)
Rat MKP-3 inhibitors	Hsp70 inhibitors	compound
-6%	3.7%	CC(C)NS(=O)(=O)c1ccc(OCC(=O)Nc2ccc3c(c2)OCCO3)cc1
nt	1.9%	CCCCNS(=O)(=O)c1ccc(S(=O)(=O)n2cnc3ccccc32)cc1
-5%	0.0%	COc1ccccc1OCC(=O)N(Cc1nc(-c2ccc(Cl)cc2)no1)C(C)C
-6%	4.5%	COC(=O)C(Cc1cnc[nH]1)NC(=O)C1CCC(=O)N1 (stereo not drawn)
-1%	-5.2%	O=[N+]([O-])c1ccc(S(=O)(=O)NCCOc2ccccc2Cl)cc1
-16%	-2.6%	CCOC(=O)c1sc2nc(NC(=O)c3cccs3)sc2c1C
1%	2.5%	CS(=O)(=O)N(CC(=O)NCc1ccco1)c1ccc(Oc2ccccc2)cc1
-6%	2.6%	Cc1nc2ccccc2c(=O)n1/N=C/c1ccncc1
2%	-0.7%	CCC(=O)N1c2ccccc2NC2=C(C(=O)CC(c3ccccc3)C2)C1c1ccc(C)o1 (stereo not drawn)
0%	2.7%	O=C(NCC1CCCO1)c1cc2nc(-c3ccco3)cc(C(F)(F)F)n2n1 (stereo not drawn)
-4%	-8.2%	CCOc1ccc(-n2nnc3c(=O)n(CC(=O)c4ccccc4)cnc32)cc1
-4%	3.8%	CC(=O)CC(=O)Nc1ccc2c(c1)OCCO2
-4%	6.2%	Cc1sc(NC(=O)CSc2nnc(COc3ccccc3)n2C)c(C#N)c1C
nt	2.4%	Cc1cc(NC(=O)COC(=O)C2CCN(S(=O)(=O)c3cccc(Cl)c3Cl)CC2)no1
-4%	-1.1%	CCOc1ccc(NCC(=O)Nc2ccc(C)cc2C)cc1
nt	-1.0%	Cc1ccc(CC(=O)N2CCN(c3cccc(C(F)(F)F)c3)CC2)cc1
5%	4.5%	O=C(Nc1cc(NC(=O)c2ccccc2)cc(C(=O)Nc2nccs2)c1)c1ccccc1
5%	-5.9%	O=C(CSc1ncn[nH]1)Nc1ccc(Br)cc1
-6%	-6.0%	O=S(=O)(c1ccc(OCC(O)CN2CCc3ccccc3C2)cc1)N1CCOCC1 (stereo not drawn)
0%	3.7%	CCOC(=O)c1oc2ccccc2c1NC(=O)c1cccc(OC)c1OC
-4%	3.1%	CCc1ccc2[nH]cc(C(=O)OCCOC)c(=O)c2c1
-10%	-5.0%	C=C(C)Cn1c(CCNC(=O)CC)nc2ccccc21
-1%	-1.8%	COc1ccc(-c2noc(CCCC(=O)NCCc3ccccc3)n2)cc1OC
nt	0.9%	COCCSc1ccccc1C(=O)NCc1ccc2c(c1)OCO2
-6%	2.3%	Cc1cccc(NC(=O)c2ccccc2NC(=O)C(C)(C)C)n1
nt	2.7%	O=C(Cc1ccccc1)Nc1ccccc1N1CCOCC1
-11%	4.2%	CCN(CC)S(=O)(=O)c1ccc(NC(=O)C(OC)c2ccccc2)cc1 (stereo not drawn)
6%	4.2%	Cc1ccc(-c2nn(-c3ccccc3)cc2CN(Cc2ccccc2)C(=O)CCC(=O)O)o1
-2%	0.1%	CCc1ccc(NC(=O)C(=O)NCCc2ccc(F)cc2)cc1
2%	-0.7%	Cc1ccccc1C(=O)N1CCN(c2nc3ccc([N+](=O)[O-])cc3s2)CC1
0%	0.7%	COCCCn1c2nc3ccccc3nc2c2c(=O)n(Cc3ccc(Cl)cc3)cnc21
nt	-4.3%	FC(F)(F)C1=CC(c2ccc(Cl)cc2)=NCCN1
-10%	3.9%	CC(=O)N1CCN(CC(O)COc2ccc(OCc3ccccc3)cc2)CC1 (stereo not drawn)
-7%	-1.4%	CCN(CC(=O)NC(C)C)C(=O)CCNC(=O)c1ccc(Cl)cc1
-3%	1.9%	Cc1ccc(S(=O)(=O)N(CC(=O)NCc2ccco2)Cc2ccccc2F)cc1
-4%	1.1%	NS(=O)(=O)c1ccc(CCNC(=O)NC2(C(F)(F)F)Oc3ccccc3O2)cc1
3%	-4.4%	O=C(/C=C/c1ccccc1)NC(=S)Nc1ccc(N2CCOCC2)cc1
3%	-0.8%	CCN1C(=O)/C(=C2/SC(C)=C(C)N2CC)SC1=S
3%	0.3%	O=C(c1ccc(Cl)cc1)N1CCN(c2ccc([N+](=O)[O-])c(NCc3ccccc3)c2)CC1
-18%	7.4%	O=C(COC(=O)C1CCCN1C(=O)c1cccs1)c1ccccc1 (stereo not drawn)

Random excerpt: 3 compounds from above.
Rat MKP-3 inhibitors	Hsp70 inhibitors	compound
3%	-4.4%	O=C(/C=C/c1ccccc1)NC(=S)Nc1ccc(N2CCOCC2)cc1
nt	2.7%	O=C(Cc1ccccc1)Nc1ccccc1N1CCOCC1
-2%	0.1%	CCc1ccc(NC(=O)C(=O)NCCc2ccc(F)cc2)cc1

(more compounds)
Rat MKP-3 inhibitors	Hsp70 inhibitors	compound
-1%	3.6%	O=c1c2ccccc2nc(-c2ccccc2)n1/N=C/c1cccs1
-8%	4.3%	CCOC(=O)C1=C(C)NC(C)=C(C(=O)OCC)C1c1ccc(O)cc1
-8%	2.8%	CCCS(=O)(=O)N1CCC(C(=O)NCCCOCC)CC1
-6%	5.0%	Cc1ccc2nc(C3CCN(CC(=O)Nc4ccc5c(c4)OCCO5)CC3)[nH]c2c1
-6%	-3.2%	COC(=O)c1ccc(CSc2nnc(-c3ccncc3)o2)o1
0%	2.1%	COc1ccc(C2SCC(=O)N2c2ccc(Cl)cc2)cc1 (stereo not drawn)
-1%	6.7%	CCOC(=O)c1ccc(NC(=O)CN(c2ccc(C)cc2)S(=O)(=O)c2ccc(OCC)cc2)cc1
-17%	1.5%	CCOC(=O)C1=C(c2ccccc2)N(C)C(=O)NC1c1ccc(O)c(OC)c1 (stereo not drawn)
-10%	-3.3%	O=C(O)c1ccc2c(c1)CC(c1ccccc1)OC2=O (stereo not drawn)
-12%	1.4%	CCOc1ccc(CC(=O)N2CCN(c3ccc(N4CCOCC4)nn3)CC2)cc1OCC
2%	2.1%	COc1ccc(OC)c(C=C2C(=O)N(C)C(=S)N(C)C2=O)c1
nt	7.0%	COc1ccc(NC(=O)COc2ccc(/C=N/n3c(C)nnc3C)cc2OC)cc1
4%	1.1%	Cc1cc(C)nc(/N=C(/N)Nc2ccc([N+](=O)[O-])cc2C)n1
-5%	4.4%	CCn1c(SCC(=O)Nc2ccc(NC(=O)c3cccs3)cc2)nnc1-c1cccnc1
nt	7.3%	CCOc1ccc(NS(=O)(=O)c2ccc(NC(=O)C3CCCO3)cc2)cc1 (stereo not drawn)
5%	2.3%	Cc1nc(SCC(=O)OCc2ccccc2)c2c(=O)n(C)c(=O)n(C)c2n1
0%	-22%	Cc1cc(-c2ccc(/C=c3\sc4nc5c(C)cc(C)cc5n4c3=O)o2)c(C)c([N+](=O)[O-])c1
1%	-4.8%	CCOc1nc(SCCOc2ccc(C)cc2)nc(N(C)C)n1
1%	-1.1%	Cc1cc(C)nc(SCC(=O)Nc2ccccc2[N+](=O)[O-])n1
-12%	-1.2%	O=C(CSc1nnc(-c2ccco2)n1Cc1ccccc1)c1ccc(F)cc1
1%	-6.5%	COCCCNC(=O)Cn1nc(-c2ccc(C)cc2)ccc1=O
4%	0.6%	Cc1ccnc(NC(=S)NC(=O)c2ccc(Cl)cc2)c1
0%&4%	-0.4%&-2.6%	CC(=O)Nc1nonc1-c1nc2ccccc2n1Cc1nnc(C)o1
1%	-1.9%	O=C1SC(N2CCOCC2)C(=O)N1c1ccccc1 (stereo not drawn)
4%	7.6%	Brc1ccc(-c2nn3c(-c4ccncc4)nnc3s2)o1
5%	2.4%	O=C(O)c1ccccc1C(=O)Nc1ccc(Cl)cn1
6%	0.5%	CCOC(=O)c1c(C)[nH]c(C)c1C(=O)CSc1nnc(-c2ccncc2)n1C
2%	-1.2%	COc1ccc(C(C)=O)cc1COC(=O)c1cccc(N(C)C)c1
1%	-2.2%	Cn1c(Cn2nnc3ccccc32)nnc1SCC(=O)N1CCc2ccccc21
-2%	1.2%	CCOC(=O)C1C(=O)NC(SCC(=O)OC)=C(C#N)C1c1ccccc1OCC (stereo not drawn)
0%	-3.5%	CCOc1ccccc1NC(=O)CSc1nnc(Cn2c(=O)sc3ccccc32)n1C

One compound at a time, as listed above. Screens in order: Rat MKP-3 inhibitors	Hsp70 inhibitors
O=C(O)c1ccccc1C(=O)Nc1ccc(Cl)cn1 in the list: 5%	2.4%
COc1ccc(C(C)=O)cc1COC(=O)c1cccc(N(C)C)c1 in the list: 2%	-1.2%

Screens deposited in PubChem by Sanford-Burnham Center for Chemical Genomics.
